H1N1 NS1A inhibition – H1N1 influenza NS1A inhibitors, functional cell based assay (AID 504329). NS1A functional cell-based assay, percent inhibition; higher % means a stronger effect. inhibition, % at 12.5 µM; hits with a dose series show IC50 in µM. hit rate 0.3% among 340,000; in the data active = a potency from the dose series; inconclusive = inhibition above about 27% without an active follow-up result; note: strong numbers were not always called active
H37Rv inhibition – M. tuberculosis growth inhibition, HTS (AID 449762) | M. tuberculosis H37Rv growth inhibition, 7H9 media; higher % means a stronger effect | hit rate 0.59% among 330,000 | one-dose inhibition, % at 25 µM; IC50 in µM for titrated hits; in the data active = a potency from the dose series; inconclusive = inhibition above about 70% without an active follow-up result;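 note: bacterial growth assessed after seven days of incubation; strong numbers were not always called active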
VEEV TC-83 Vero – inhibitors of VEEV TC-83 cytopathic effect, confirmation, Vero cells (AID 588727) | inhibition, % at 20 µM, or IC50 in µM where a hit was titrated | hit rate 0.13% among 350,000 | Vero cells, VEEV TC-83 cytopathic effect inhibition; higher % means a stronger effect; in the data active = a potency from the dose series; inconclusive = inhibition mostly from about 14% at the one dose, without a potency; inactive = the rest, 99 in 100 with inhibition below about 12%; note: strong numbers were not always called active
Salmonella PhoP GFP – Inhibition of PhoP regulon, Salmonella typhi GFP reporter cells, confirmation, 4 h (AID 1850); one-dose inhibition, % at 50 µM; IC50 in µM for titrated hits; Salmonella Typhi PhoP-promoter GFP reporter, fluorescence, 4 h; higher % means a stronger effect; hit rate 0.33% among 310,000; in the data active = a potency from the dose series; inconclusive = inhibition mostly from about 25% at the one dose, without a potency; inactive = the rest, 99 in 100 with inhibition below about 19%;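 note: 0% = induced wells with vehicle and 100% = uninduced wells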
M. tuberculosis – growth inhibition of non-replicating M. tuberculosis (AID 488890); Mycobacterium tuberculosis non-replicating, growth inhibition; higher % means a stronger effect; inhibition, % at 25 µM; hits with a dose series show IC50 in µM; hit rate 0.39% among 320,000; in the data active = a potency from the dose series; inconclusive = inhibition mostly from about 82% at the one dose, without a potency; inactive = the rest, 99 in 100 with inhibition below about 76%;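 note: plate controls were DMSO cells for no effect and high antibiotic wells for full effect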
VEEV TC-83 Vero 10K pilot screen – further read-out of VEEV TC-83 Vero, marked with its call; inhibition, %; measured here: 10K pilot screen inhibition
* = called active by the depositor; i = inactive; ? = inconclusive; · = not tested or not shown.

The first 3 entries, to show the layout:
SMILES	H1N1 NS1A inhibition	H37Rv inhibition	VEEV TC-83 Vero	Salmonella PhoP GFP	M. tuberculosis	others
Cc1cccc(C(C)C)c1NC(=O)CN1C(=O)NC2(CCc3ccccc32)C1=O (configuration not stated)	-1%	-1%	2.5%	10%	-1%
CCC1(c2ccc(OC)cc2)NC(=O)N(CC(=O)NC2CCCCC2C)C1=O (configuration not stated)	-4%	-2%	2.5%	·	2%
CCOC(=O)c1sc(=S)n(-c2ccc(Cl)cc2)c1SC	4%	-11%	3.8%	-10%	42%

The list itself, from the start:
SMILES	H1N1 NS1A inhibition	H37Rv inhibition	VEEV TC-83 Vero	Salmonella PhoP GFP	M. tuberculosis	others
Cc1cccc(C(C)C)c1NC(=O)CN1C(=O)NC2(CCc3ccccc32)C1=O (configuration not stated)	-1%	-1%	2.5%	10%	-1%
CCC1(c2ccc(OC)cc2)NC(=O)N(CC(=O)NC2CCCCC2C)C1=O (configuration not stated)	-4%	-2%	2.5%	·	2%
CCOC(=O)c1sc(=S)n(-c2ccc(Cl)cc2)c1SC	4%	-11%	3.8%	-10%	42%
COc1cc2c(cc1OC)C(c1ccccc1)N(C(=O)CCl)CC2 (configuration not stated)	-29%	?	1.7%	2%	54%
Cc1ccc(-c2cc(C(=O)OCC(=O)N(C)C3CCS(=O)(=O)C3)c3ccccc3n2)c(C)c1 (configuration not stated)	11%	-9%	7.1%	2%	12%
COc1ccc(N=C2SCCCN2C)cc1	7%	5%	3.0%	8%	13%
Cc1ccc(NC2=NCC(=O)N2C2CCCC2)c(C)c1	-16%	-4%	0.5%	-2%	-2%
COc1ccccc1C(=O)N=C1NC(=O)CC2C(=O)NCCN12 (configuration not stated)	3%	2%	0.4%	3%	10%
COc1ccccc1OCC(=O)N1CCCCCCC1	0%	5%	1.6%	3%	-13%
Oc1ccc(N=Nc2cccc(C(F)(F)F)c2)cc1C=Nc1ccc(N2CCOCC2)cc1	5%	5%	1.6%	-3%	?
Cc1ccsc1/C=N/NC(=S)NCCc1ccccc1	12%	1%	2.4%	-15%	-3%
CC1CCN(C(=O)CN(c2ccc3c(c2)OCO3)S(C)(=O)=O)CC1	-1%	-8%	i	-4%	-13%

The closing three records of the section before open the next one.
SMILES	H1N1 NS1A inhibition	H37Rv inhibition	VEEV TC-83 Vero	Salmonella PhoP GFP	M. tuberculosis	others
Oc1ccc(N=Nc2cccc(C(F)(F)F)c2)cc1C=Nc1ccc(N2CCOCC2)cc1	5%	5%	1.6%	-3%	?
Cc1ccsc1/C=N/NC(=S)NCCc1ccccc1	12%	1%	2.4%	-15%	-3%
CC1CCN(C(=O)CN(c2ccc3c(c2)OCO3)S(C)(=O)=O)CC1	-1%	-8%	i	-4%	-13%
O=C(Nc1nc2ccccc2s1)c1ccc2c(c1)OCO2	1%	6%	5.9%	3%	15%
COc1ccc2c(c1)CCc1cnc(N)nc1-2	-2%	?	5.3%	11%	46%
COc1ccccc1[C@@]1(C)ON(c2ccccc2C(F)(F)F)C1=O	11%	2%	23%	·	39%
Cc1ccccc1CN(c1ccc(C(=O)NCC2CCCO2)cc1)S(C)(=O)=O (configuration not stated)	-9%	-12%	0.7%	-1%	1%
COCC1CCN(C(=O)c2cc(COc3ccc(-n4cncn4)cc3)on2)C1 (configuration not stated)	-4%	1%	0.9%	-7%	-9%
COc1cc(N)c(Cc2nccc3cc(OC)c(OC)cc23)cc1OC	16%	3%	0.8%	3%	-5%
COc1ccc(COC(=O)CNC(=O)C2CCCCC2)cc1F	-15%	0%	1.5%	·	34%
Cc1ccnc(NC(=O)CCCNC(=O)c2ccc(Cl)cc2)c1	-10%	4%	1.0%	-2%	5%
CCN(C(=O)CSc1nncn1-c1ccccc1)C1CCS(=O)(=O)C1 (configuration not stated)	-3%	-2%	2.4%	3%	-11%
CC(=O)c1cccc(NC(=O)C(C)OC(=O)CNC(=O)c2ccc(C)s2)c1 (configuration not stated)	-1%	-11%	1.1%	-3%	6%
CCOc1ncccc1C(=O)Nc1cc(S(=O)(=O)N2CCCCCC2)ccc1OC	-9%	·	1.9%	·	·
Cc1ccccc1Cn1ccc(NC(=O)c2nn(C)cc2[N+](=O)[O-])n1	14%	-6%	?	-3%	-19%
COc1ccc(CN2C(=O)CCC2(C)C(=O)NCc2cccnc2)c(OC)c1 (configuration not stated)	3%	-7%	1.8%	-2%	10%
O=C(Nc1ccccc1)Nc1nc2ccccc2s1	-8%	-2%	2.4%	2%	6%
Cc1nc(NCc2ccccn2)c2ccccc2n1	-11%	-3%	i	-1%	3%
CC1(C)NC(=O)N(CC(O)COc2cccc(F)c2)C1=O (configuration not stated)	-14%	2%	i	·	·
CCOC(=O)N1CCN(Cc2nc3cc([N+](=O)[O-])ccc3n2CC)CC1	-27%	1%	0.2%	0%	3%
COc1ccc(-n2c(=S)[nH]c3cc(C(=O)NCc4cccnc4)ccc3c2=O)cc1	-10%	-5%	i	-5%	-9%
C[C@H](NC(=O)[C@@H]1Cc2ccccc2CN1)C(=O)NC[C@H]1CC[C@H](C(=O)O)CC1	-12%	9%	1.0%	-16%	-5%
O=C(NCCCN1CCOCC1)c1ccccc1	-3%	-5%	i	0%	-4%
CN1C(=O)C(=Cc2ccc(OCC(=O)Nc3ccccc3)cc2)C(=O)N(C)C1=O	-3%	-8%	0.6%	0%	29%
O=C(COc1ccc(/C=N/NC(=O)c2ccc(O)cc2)cc1)Nc1ccc([N+](=O)[O-])cc1	-4%	1%	0.2%	-6%	25%	VEEV TC-83 Vero 10K pilot screen=1.1
Oc1ccccc1Nc1ccccn1	-5%	-2%	0.2%	-2%	-19%
CCC(=O)NC(=S)Nc1cccc(Cl)c1N1CCCC1	-6%	6%	0.6%	11%	35%

Fetched by compound from above:
SMILES	H1N1 NS1A inhibition	H37Rv inhibition	VEEV TC-83 Vero	Salmonella PhoP GFP	M. tuberculosis	others
O=C(NCCCN1CCOCC1)c1ccccc1	-3%	-5%	i	0%	-4%
Cc1nc(NCc2ccccn2)c2ccccc2n1	-11%	-3%	i	-1%	3%

Following part:
SMILES	H1N1 NS1A inhibition	H37Rv inhibition	VEEV TC-83 Vero	Salmonella PhoP GFP	M. tuberculosis	others
O=C1COc2ccc(C(=O)COC(=O)Cn3cnc4ccccc43)cc2N1	8%	0%	1.8%	14%	11%
N#CCSc1nnc(CNc2ccc(F)cc2)o1	0%	-10%	4.0%	6%	5%
CCN=C(Nc1ccc(Cl)cc1)c1cccnc1	0%	-9%	i	10%	-12%
Cc1coc(NC(=O)CSc2nc(-c3ccc(Cl)cc3)cc(C(F)(F)F)c2C#N)n1	-2%	-4%	i	-6%	-18%
O=C(NCc1ccccc1)Oc1cccc(Cl)c1	-6%	-10%	0.9%	-2%	28%
Cn1c(CSCc2ccccc2)nnc1SCC(=O)Nc1ccc(C(=O)O)cc1	-3%	4%	2.7%	-16%	2%
CC(N=C1NS(=O)(=O)c2ccccc21)C(=O)Nc1ccc(F)cc1Cl (configuration not stated)	-16%	1%	3.6%	·	6%
CN(C)S(=O)(=O)c1ccc(NC(=O)CN2CCCCCC2)cc1	-7%	-3%	4.6%	0%	0%
Cc1ccc(NC2=C(Cl)C(=O)OC2OC(=O)c2ccco2)cc1 (configuration not stated)	-12%	-1%	0.1%	0%	79%
CCCCCCNc1cc2n(c(=O)n1)CCc1cc(OC)c(OC)cc1-2	-2%	-3%	i	2%	-4%
Cn1cnc(S(=O)(=O)N2CCN(c3cccc(Cl)c3)CC2)c1	-9%	-4%	0.8%	-7%	-1%
Cc1ccc(Nc2nc(C(=O)N3CCC(C(=O)NCc4ccccc4)CC3)cs2)cc1	5%	-5%	?	10%	21%
CCCCNC(=O)c1cc2cc(OC)ccc2[nH]1	·	1%	2.0%	14%	7%
O=C(NC1CCCc2ccccc21)C(Cc1ccccc1)NS(=O)(=O)c1cccs1 (configuration not stated)	-9%	-3%	1.2%	-4%	12%
CCC1(c2ccc(F)cc2)NC(=O)N(CC(=O)Nc2cccc(S(=O)(=O)N3CCCCC3)c2)C1=O (configuration not stated)	4%	33%	2.5%	3%	20%
CCN(CC(=O)NCc1ccc(Cl)cc1)C(=O)CSc1ccccc1F	-6%	-4%	4.2%	4%	22%
COc1ccc2oc(=O)c(C(=O)NCc3ccc4c(c3)OCO4)cc2c1	9%	0%	8.4%	-5%	4%
CN(C(=S)NC(=O)c1ccc(Br)o1)c1ccccc1	-1%	13%	i	-10%	10%
COc1ccc(-n2c(C)nc3cc(C(=O)NCc4ccc5c(c4)OCO5)ccc32)cc1	7%	68%	1.5%	-11%	-4%
Cc1ccc(-c2noc(CCC(=O)NC3CCN(Cc4ccccc4)CC3)n2)cc1	-10%	·	0.4%	·	·
CCN(CC)C(=O)CSc1nnc(-c2ccccc2)o1	-6%	9%	0.2%	11%	60%
CCOC(=O)N1CCN(C(=O)COc2cccc3c2CCN(Cc2ccccc2F)C3=O)CC1	5%	-9%	7.6%	4%	-4%
COc1ccccc1NC(=O)CCc1nnc2ccc(N3CCN(C)CC3)nn12	1%	-11%	1.9%	6%	-6%
Cc1cc(C)c2nc(C(F)(F)F)c(C#N)c(N)c2c1	17%	7%	i	-12%	-1%
CCOC(=O)c1sc(NC(C)=O)cc1C	-5%	-5%	1.6%	·	·
COc1ccc(NC(=O)CN(C)CC(=O)Nc2ccccc2SC)cc1Cl	-7%	42%	8.0%	-1%	8%
CC1=CC2=NC(=O)/C(=C\c3cccn3CCOc3ccc(C)c(C)c3)C(=N)N2O1	9%	-1%	1.4%	-5%	-10%
CCn1cc([N+](=O)[O-])c(C(=O)N2N=C(c3ccc4ccccc4c3)CC2c2cc(Br)ccc2O)n1 (configuration not stated)	1%	?	5.6%	3%	40%
Cc1ccccc1Nc1nc(N)nc(CSc2n[nH]c(N)n2)n1	4%	-8%	2.6%	21%	15%
COc1ccc2c(c1)cc(C(=O)N[C@H](C(=O)N1CCC(C(=O)O)CC1)C(C)C)n2C	-16%	0%	0.9%	-4%	-11%
Cc1ccc(C(=O)NCC(=O)N2CCC3(CC2)NCCc2[nH]cnc23)cc1C	-13%	-5%	0.2%	5%	-4%
CCc1ccc(NC(=O)CCCN2C(=O)C3CC=CCC3C2=O)cc1 (configuration not stated)	-7%	54%	2.2%	-3%	-8%
Cc1ccc(-c2nnn(CC(=O)N(Cc3ccco3)C(C(=O)NC3CCCC3)c3cccs3)n2)o1 (configuration not stated)	21%	-5%	2.9%	7%	-3%
O=C(O)c1cnn(-c2nc(-c3ccc(Cl)cc3)cs2)c1C(F)(F)F	-9%	6%	i	-3%	6%
Cn1c(=O)c2c(nc(SCc3ccccc3)n2Cc2ccc(Cl)cc2)n(C)c1=O	4%	16%	i	11%	58%
CCCC12CN3CC(C)(CN(C1)C3c1ccc(OC(C)C)cc1)C2=O (configuration not stated)	-2%	-8%	i	2%	-2%

Part of the list above in order of heavy-atom count, rising.
SMILES	H1N1 NS1A inhibition	H37Rv inhibition	VEEV TC-83 Vero	Salmonella PhoP GFP	M. tuberculosis	others
CCOC(=O)c1sc(NC(C)=O)cc1C	-5%	-5%	1.6%	·	·
CCc1ccc(NC(=O)CCCN2C(=O)C3CC=CCC3C2=O)cc1 (configuration not stated)	-7%	54%	2.2%	-3%	-8%
CCn1cc([N+](=O)[O-])c(C(=O)N2N=C(c3ccc4ccccc4c3)CC2c2cc(Br)ccc2O)n1 (configuration not stated)	1%	?	5.6%	3%	40%

(continued)
SMILES	H1N1 NS1A inhibition	H37Rv inhibition	VEEV TC-83 Vero	Salmonella PhoP GFP	M. tuberculosis	others
Cc1ccc(N2CC(C(=O)Nc3cccc(C(=O)NC4CC4)c3)CC2=O)cc1 (configuration not stated)	-3%	-2%	2.5%	·	13%
COc1ccc(CCNS(=O)(=O)c2cn(C)c(=O)n(C)c2=O)cc1	15%	4%	0.5%	-8%	-7%
COc1cc2c3c(c1)c(C1=NC(=S)NC1=O)c(O)n3C(C)(C)C=C2C	12%	0%	i	1%	19%
Cc1cc(NC(=O)CN2CCN(S(=O)(=O)c3ccc4ccccc4c3)CC2)no1	-25%	7%	0.1%	1%	-5%
CCCC1S/C(=N/N=C/c2ccc(OC)cc2)N(Cc2ccccc2)C1=O (configuration not stated)	-6%	0%	2.0%	7%	-4%
COc1ccc(NC(=O)C2CCCN2C(=O)NCc2ccccc2)cc1 (configuration not stated)	6%	-4%	0.8%	-6%	-9%

Source: PubChem (Southern Research Specialized Biocontainment Screening Center)
